MC4R antagonist – MC4R antagonists of cAMP signaling, primary screen, cell-based, TR-FRET, antagonist arm of biased-ligand search. Melanocortin receptor 4 (Homo sapiens), P32245. MC4R-expressing cells, MTII-stimulated cAMP, LANCE TR-FRET. inhibition, % at 6.5 µM. 0.48% of 360,000 active;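 active means inhibition above its plate's cutoff, the mean of tested wells on that plate plus 3 SD, cut at about 29% in these data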;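 further: 0% = Melanotan II alone and 100% = Melanotan II plus saturating MCL0020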
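Assay system: U2OS-MC4R stable cell line; Also added: Melanotan II; Technique: Eu-cAMP/anti-cAMP TR-FRET, emission 671 nm; Times: 30-min compound, 1-h challenge, 1-h detection, room temperature.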
NOD2-RIPK2 inh – NOD2-RIPK2 binding disruptors in cells, primary screen, fluorescence, CHO cells, BLA complementation; 0.38% of 360,000 active; AID 624267, 2012; Receptor-interacting serine/threonine-protein kinase 2 (Homo sapiens), O43353; inhibition, % at 4.98 µM; CCF4 ratio; in the data active means inhibition above about 21%;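 further: 0% = vehicle only and 100% = reference blocker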
NR2F2 inh – NR2F2 transcriptional activity inhibitors, primary screen, cell-based, luciferase reporter, HEK293T, luminescence | COUP transcription factor 2 (Homo sapiens), P24468 | HEK293T NGFI-A luciferase reporter | inhibition, % at 8.6 µM | 0.7% of 370,000 active | AID 686940, 2013;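 active means inhibition above a per-plate cutoff, mean inhibition of test wells between control levels plus 3 SD, cut at about 38% in these data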;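 further: cells cotransfected with COUP-TFII expression vector driving the NGFI-A reporter; 0% = median of COUP-TF2 test wells and 100% = reporter-only cells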
ABHD5-PLIN5 inh – ABHD5-PLIN5 interaction inhibitors, primary screen, cell lysate, split luciferase complementation, luminescence; Split G. princeps luciferase complementation, 4 h; inhibition, % at 4 µM; 0.78% of 360,000 active; Perilipin-5 (Homo sapiens) + 1-acylglycerol-3-phosphate O-acyltransferase ABHD5 (Homo …;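 active means inhibition above the mean inhibition across every tested compound plus 3 SD, cut at about 22% in these data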;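 further: 0% = DMSO only wells and the 100% control is not disclosed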
Target sequence (Q00G26 whole entry, looked up): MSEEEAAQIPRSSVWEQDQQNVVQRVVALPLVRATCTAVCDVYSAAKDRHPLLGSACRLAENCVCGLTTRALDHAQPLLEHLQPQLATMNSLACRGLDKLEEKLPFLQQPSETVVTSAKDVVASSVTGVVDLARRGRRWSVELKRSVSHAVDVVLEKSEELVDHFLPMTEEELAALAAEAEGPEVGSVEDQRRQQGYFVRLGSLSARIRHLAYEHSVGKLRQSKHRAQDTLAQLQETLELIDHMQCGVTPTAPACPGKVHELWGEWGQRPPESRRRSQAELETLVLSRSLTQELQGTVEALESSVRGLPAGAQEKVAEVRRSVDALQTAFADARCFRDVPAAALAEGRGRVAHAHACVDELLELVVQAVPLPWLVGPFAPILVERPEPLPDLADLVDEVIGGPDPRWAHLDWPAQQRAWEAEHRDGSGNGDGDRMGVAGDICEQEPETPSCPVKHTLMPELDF
Target sequence (Q8WTS1 whole entry, looked up): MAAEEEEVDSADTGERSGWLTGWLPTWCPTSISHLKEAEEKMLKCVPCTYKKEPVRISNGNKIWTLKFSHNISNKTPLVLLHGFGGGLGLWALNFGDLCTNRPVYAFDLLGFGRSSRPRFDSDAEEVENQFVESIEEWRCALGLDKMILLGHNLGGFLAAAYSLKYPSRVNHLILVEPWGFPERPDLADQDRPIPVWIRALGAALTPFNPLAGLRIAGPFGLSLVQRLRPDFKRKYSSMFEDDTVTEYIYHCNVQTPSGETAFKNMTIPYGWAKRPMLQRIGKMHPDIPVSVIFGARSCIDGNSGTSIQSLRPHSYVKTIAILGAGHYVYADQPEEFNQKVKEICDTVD
MC4R barr agon – MC4R agonists recruiting beta-arrestin, primary screen, cell-based, luminescence, agonist arm of biased-ligand search. U2OS MC4R beta-arrestin complementation; percent of melanotan II response, DMSO zero. activation, % at 8.9 µM. 0.98% of 360,000 active. AID 540308, 2011;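 active means activation above a per-plate cutoff, the mean activation of sample wells on that plate plus 3 SD, cut at about 8% in these data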
NCOA3 inh – SRC3 coactivator transcriptional activity inhibitors, primary screen, cell-based, luminescence; 0.17% of 360,000 active; AID 588352, 2011; inhibition, % at 3.6 µM; HEK293 GAL4-SRC3 luciferase reporter;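 active means inhibition above a per-campaign cutoff, the mean of all compounds plus 3 SD, cut at about 60% in these data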;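 further: 0% = DMSO-treated cells and 100% = gossypol-treated cells at 36 µM; higher means less SRC3-driven luciferase light from the GAL4 reporter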
TLR9-MyD88 block – inhibitors of TLR9-MyD88 association in cells, primary screen, cell-based, CHO, BLA complementation, fluorescence; CCF4 FRET ratio; inhibition, % at 4.98 µM; 0.21% of 340,000 active; AID 504734, 2011;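 active means inhibition above the mean over all tested compounds plus 3 SD, cut at about 21% in these data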;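 further: 0% = DMSO only wells and 100% = clavulanate BLA inhibitor control wells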
NCOA2 inhibitor – inhibition of GAL4-SRC2 driven luciferase reporter, primary screen, SRC2 inhibitor project, cell-based, luminescence; AID 651957, 2012; inhibition, % at 9 µM; Nuclear receptor coactivator 2 (Homo sapiens), Q15596; HEK293 GAL4-SRC2 luciferase reporter; 0.17% of 370,000 active;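 active means inhibition above the mean inhibition of all tested compounds plus 3 SD, set per campaign, cut at about 52% in these data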;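 further: 0% = DMSO treated cells and 100% = cells given Gossypol at 36 µM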
EBV LMP1 NFkB – EBV LMP1-driven NF-kappaB luciferase reporter inhibitors, primary screen, cell-based, luminescence, single point | inhibition, % at 12.5 µM | 0.69% of 350,000 active | LMP1-induced NF-kappaB luciferase reporter cells; in the data active means inhibition above about 41%;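 further: 0% = neutral control wells and 100% = reference inhibitor control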
SRC1 inh – SRC1 coactivator transcriptional activity inhibitors, primary screen, cell-based, luminescence; inhibition, % at 3.6 µM; Nuclear receptor coactivator 1 (Homo sapiens), Q15788; 0.12% of 360,000 active; HEK293 GAL4-SRC1 luciferase reporter; AID 588354, 2011;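 active means inhibition above the campaign mean plus 3 SD, with each screening campaign given its own cutoff, cut at about 60% in these data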;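 further: 0% = DMSO treated cells and 100% = gossypol at 36 µM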
NR5A2 inv ag – LRH-1 (NR5A2) inverse agonists, primary screen, cell-based, luminescence, HEK293T, StAR-luciferase reporter | Nuclear receptor subfamily 5 group A member 2 (Homo sapiens), O00482 | LRH-1 transfected, 24 h | inhibition, % at 3.6 µM | 0.13% of 360,000 active | AID 602396, 2012;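 active means inhibition above the mean inhibition of all tested compounds plus 3 SD, cut at about 73% in these data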;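 further: 0% = DMSO wells and 100% = reporter-only cells lacking LRH-1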
* marks the source's active call; other numbers are inactive results; / = no result given. Not all compounds are listed; count on the stated rates, not on these rows.

NOD2-RIPK2 inh	SRC1 inh	EBV LMP1 NFkB	TLR9-MyD88 block	NCOA3 inh	NR5A2 inv ag	MC4R barr agon	NR2F2 inh	NCOA2 inhibitor	MC4R antagonist	ABHD5-PLIN5 inh	SMILES
-7	-29	-18	4	-20	-16	-2.3	-7	2	0	0	O=C(CSCCO)Nc1ccc(C2CCCCC2)cc1
-6	6	-1	3	-1	-3	-1.4	-7	5	0	1	Cc1cc(NC(=O)COC(=O)C2CCC(=O)N2)c([N+](=O)[O-])cc1C (configuration not stated)
4	1	15	7	-14	-29	3.4	10	-29	10	-3	O=C(CC1SC(N2CCCCC2)=NC1=O)Nc1cccc(C(=O)Nc2ncccc2O)c1 (configuration not stated)
-25	-17	8	-4	-15	11	0.2	5	-25	-4	6	Cc1ccc(S(=O)(=O)N(CC(=O)N2CCCCCC2)c2ccccc2F)cc1
0	4	-2	-2	5	9	-0.5	8	-3	1	-7	CC(C)c1ccc(C(=O)Nc2nnc(S(=O)(=O)N3CCOCC3)s2)cc1
-13	-4	2	-7	15	7	-1.8	14	10	4	3	COC(=O)c1cccc(NC(=O)CC2NCCNC2=O)c1 (configuration not stated)
-2	-23	-18	4	-22	-37	-1.4	-18	-33	1	0	NS(=O)(=O)c1ccc(CCNC(=O)c2ccc3ccccc3n2)cc1
-2	-26	-13	-5	10	3	0.0	9	-41	0	5	NC1=NC(=Nc2ccccc2)c2ccccc21
-9	-21	-9	-7	-27	37	-1.9	-30	-49	17	1	CCCCOc1ccc(CON(C(C)=O)C(C)=O)cc1Cl
-8	-10	28	-10	-9	-10	2.5	10	1	3	-6	CCN(c1ccc2c(c1)OCO2)S(=O)(=O)c1cc(Br)cc2c1N(C(=O)C1CC1)CC2
-5	2	2	-3	21	-8	-2.5	10	-3	0	-4	O=[N+]([O-])c1ccc(NS(=O)(=O)N2CCOCC2)cc1
-3	-109	3	-4	-67	-111	-1.3	-38	-36	-3	0	c1ccc(-c2ccc(-c3nc(-c4ccncc4)no3)cc2)cc1
-13	2	13	7	6	16	1.7	30	18	21	4	C=C(C)C(=O)OCC(O)COc1ccc(C(C)(C)c2ccc(OCC(O)COC(=O)C(=C)C)cc2)cc1 (configuration not stated)
0	-6	11	0	-8	-15	-2.2	-2	-32	12	3	COc1ccc(/C=C/C(=O)Nc2sc3c(c2C(=O)NCc2cccnc2)CCCC3)cc1
-5	-41	-4	-2	20	-4	0.2	-1	5	23	-2	Cc1ccc(CNC(=O)CN2CCN(Cc3ccc(C)cc3)C2=O)cc1
1	-31	-4	10	-9	-48	0.0	-4	-35	1	0	S=C(NCc1ccc2c(c1)OCO2)Nc1ccc(-c2nc3ccccc3[nH]2)cc1
4	-7	10	-4	18	5	-2.1	-18	5	-16	2	COc1cc(C(=O)Nc2ccc3c(c2)CCN3C(C)=O)cc(OC)c1OC
-4	-10	-1	-7	10	17	-0.1	11	10	1	0	CCCC1CCC(=NNC(=O)CNc2ccc(OC)cc2)CC1 (configuration not stated)
3	5	-9	-1	8	19	-0.6	7	2	0	-8	O=c1[nH]c2ccccc2c(O)c1-[n+]1ccccc1
-8	-13	1	2	-4	-12	3.4	11	-5	6	-3	O=C(COC(=O)CC1CC2CCC1C2)Nc1ccccc1Cl (configuration not stated)
-2	6	6	-18	14	-2	0.4	5	-8	9	2	COc1ccc(C(=O)NN2C(=O)C3C(c4ccccc4)C=CC(c4ccccc4)C3C2=O)cc1 (configuration not stated)
4	-19	5	0	9	13	-0.5	-3	-14	3	-4	Cc1ccccc1-c1ccc(C=Nc2c(C)n(C)n(-c3ccccc3)c2=O)o1
-17	-9	1	7	4	14	0.7	5	-19	-3	-1	COC(=O)c1cc(NC(=O)CSc2nnc(CN3CCOCC3)n2C)ccc1Cl
-5	-2	4	6	11	-8	-0.3	-12	-22	-2	5	CCCOc1ccc(/C(O)=C2/C(=O)C(=O)N(CCCn3ccnc3)C2c2ccc(C)o2)cc1 (configuration not stated)
4	9	6	-7	-9	-2	-3.2	2	-3	4	1	Cc1ccc(-n2ncc3c2CCCC3NC(=O)CSc2ccccn2)cc1C (configuration not stated)
-10	-11	-6	8	-19	-10	-1.2	12	-19	12	-3	COc1nn(CC(=O)N2N=C(C(F)F)CC2(O)C(F)F)cc1[N+](=O)[O-] (configuration not stated)
3	-14	-3	4	3	-1	-2.1	-25	10	18	-5	S=c1[nH]nc(CCSCc2ccccc2)n1-c1ccccc1
3	-29	-17	3	-31	2	0.1	-12	-43	4	1	NNc1nc2ccc(Cl)cc2s1
-9	-10	2	-3	-14	-23	-1.7	-7	-28	-1	4	O=C(Cc1ccccc1)N[C@@H](Cc1ccccc1)C(=O)O
0	-2	-1	-1	-9	-3	-1.7	14	-2	7	-7	COc1ccc(NC(=O)c2cccc(S(=O)(=O)N3CCN(c4ccccc4)CC3)c2)c(OC)c1
-2	-22	-4	-3	1	-8	0.6	4	11	4	-4	COc1cc(/C=C(\C#N)c2ccccn2)ccc1OCc1ccccc1
4	7	-1	0	22	6	-0.1	6	7	5	-6	COc1ccc(-n2c(C)c(C(C)=O)c(C(C)=O)c2C)cc1
-4	-5	-3	7	-4	-17	-1.2	23	-1	7	-8	COc1ccc(S(=O)(=O)N2CCOCC2)cc1NC(=O)CSc1nnc(C2CC2)n1C1CC1
-2	-10	9	8	7	28	-1.4	16	3	6	3	O=Cc1cn(CC(=O)Nc2ccc(F)cc2)c2ccccc12
3	-3	1	2	-15	12	-0.7	-12	1	6	-4	c1ccc2c(c1)Sc1ccccc1-n1cnnc1-2
7	-112	-109	3	-79	-127	-1.1	-43	-43	-9	5	COc1ccc(-c2csc(-c3ccccc3)n2)c(OC)c1
8	-2	/	/	6	37	0.4	3	-7	5	3	CC1(C(=O)NCCC(F)(F)F)Cc2c(-c3cccc(C(N)=O)c3)ccnc2O1 (configuration not stated)
-4	-23	-7	4	-50	-23	2.2	-12	-22	1	1	COc1ccccc1CNC(=O)Cc1ccc(C)cc1
-15	-84	-37	-2	-45	-80	2.7	-23	-30	11	-26	COc1ccc(-c2nn(-c3ccccc3)cc2N)cc1
1	3	-4	2	10	12	-2.5	-11	-39	30*	-2	Clc1ccc(OCCCCCN2CCCC2)c(Br)c1
4	7	4	-8	19	-1	-0.7	-1	17	-1	-3	Cn1c(N)c(C(=O)COC(=O)CCc2nc3ccccc3s2)c(=O)n(C)c1=O
-3	-2	-9	-9	3	12	-2.8	-8	-13	1	8	NNC(=O)c1nc[nH]c1C(=O)Nc1ccccn1
7	0	-7	9	-15	1	0.2	11	8	14	6	CC(=O)N(C(C)=O)c1cccc2c(N(C(C)=O)C(C)=O)cccc12
-11	13	4	0	6	-2	-0.2	10	25	-2	7	Cc1cc(SCC(=O)NCCC2=CCCCC2)nc2ccccc12
8	-14	-5	-5	-3	17	-1.1	6	4	-6	-3	O=c1cc(Cl)c2ccccc2n1-c1ccccc1
-5	-10	6	7	4	-2	0.7	8	7	-2	1	Cc1noc(C)c1COc1ccccc1C(=O)N(C)CC(=O)Nc1ccc(Cl)c(Cl)c1
-9	5	4	3	11	29	-1.0	1	20	-1	0	C/C(=N\Nc1ccc([N+](=O)[O-])cc1[N+](=O)[O-])C(C)(C)C(C(=O)O)C(=O)O
-11	-7	7	-2	3	-6	-0.8	-10	-15	5	-4	O=C(Nc1cc(C(F)(F)F)ccc1Cl)C(Sc1nnc(-c2cccs2)o1)c1ccccc1 (configuration not stated)
-8	13	14	-2	16	30	0.8	23	20	9	6	Cc1ccc(Cl)cc1NC(=O)CC(O)(C(F)(F)F)C(F)(F)F
-8	-5	-12	-5	4	2	-1.6	5	-19	8	-21	COc1ccccc1C1CN(c2ccc(F)cc2F)N=C1c1cccs1 (configuration not stated)

Ordered by number of heavy atoms (falling): 3 of the compounds above.
NOD2-RIPK2 inh	SRC1 inh	EBV LMP1 NFkB	TLR9-MyD88 block	NCOA3 inh	NR5A2 inv ag	MC4R barr agon	NR2F2 inh	NCOA2 inhibitor	MC4R antagonist	ABHD5-PLIN5 inh	SMILES
4	-19	5	0	9	13	-0.5	-3	-14	3	-4	Cc1ccccc1-c1ccc(C=Nc2c(C)n(C)n(-c3ccccc3)c2=O)o1
-5	-41	-4	-2	20	-4	0.2	-1	5	23	-2	Cc1ccc(CNC(=O)CN2CCN(Cc3ccc(C)cc3)C2=O)cc1
-10	-11	-6	8	-19	-10	-1.2	12	-19	12	-3	COc1nn(CC(=O)N2N=C(C(F)F)CC2(O)C(F)F)cc1[N+](=O)[O-] (configuration not stated)

Next section:
NOD2-RIPK2 inh	SRC1 inh	EBV LMP1 NFkB	TLR9-MyD88 block	NCOA3 inh	NR5A2 inv ag	MC4R barr agon	NR2F2 inh	NCOA2 inhibitor	MC4R antagonist	ABHD5-PLIN5 inh	SMILES
6	-9	4	-4	5	18	-0.7	-13	3	7	-7	COc1ccc(Nc2nc(N3CCCCC3)nc(N3CCCCC3)n2)c(OC)c1
-2	-7	-23	0	13	-9	-2.2	22	13	11	-1	CC(C)=C1C2CCC1C1C(=O)N(c3nc(-c4ccc(C(C)C)cc4)c(C)s3)C(=O)C21 (configuration not stated)
-4	-28	/	/	-65	-85	/	-9	-45	/	-7	O=C(NCC1CC1)NC(=O)c1ccccc1F
-9	-7	-11	-2	4	7	-0.5	-20	-41	1	14	COc1cc(/C=C/C(=O)OC[C@H]2O[C@H](OC3(CO)OC(CO)C(O)C3O)[C@H](O)[C@@H](O)[C@@H]2O)ccc1O (some centres not stated)
-2	-73	-11	2	-75	-74	-1.2	-36	-54	2	7	CCCN1C(=O)c2cc(C(=O)NC3CCCCCC3)ccc2C1O (configuration not stated)
-9	2	-4	-5	-12	9	-1.6	1	-8	1	-7	Cc1ccccc1CSc1nnc(C)c(=O)[nH]1
-5	-67	-5	14	-56	-74	-1.2	-23	-51	2	-1	CO/C(N)=C(\C#N)N=Cc1ccccc1Cl
-2	-8	-5	-10	-13	-4	0.8	-16	-29	4	-2	O=C(NCc1ccc(F)cc1)c1cc2c(s1)CCCC2
-9	-35	-18	7	-81	-36	-2.0	-33	-23	11	-4	O=C(O)CC1=C(Nc2ccccc2)C(=O)N(c2ccccc2)C1c1ccc(Cl)cc1 (configuration not stated)
-6	-1	7	-1	-3	-2	-2.0	9	2	5	8	CCn1cc(C(=O)N[C@@H](C)C(=O)OC)c(=O)c2cc3c(cc21)OCO3
